Screening data (PubChem)
TGFb SMAD3 inh: inhibitors of TGF-b signaling; HepG2 CAGA-GFP TGF-b/SMAD3 reporter, GFP fluorescence, 18 h; TGF-beta stimulated, 500 pg/mL final; Potency, µM (highest dose often 46.1 µM), for the others: top-dose activity, negative = inhibition, hits mostly inhibitors; actives 1.2% (n = 410,000); AID 588855; further: potency means the concentration at half of the fitted maximal effect; on the % scale 0 is the no-effect control and ±100 the full control effect; nearly all actives have a fitted effect of over 65% in size
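HEPG2 CAGA-GFP cells (1000/well, DMEM with 1% FBS) were pre-incubated 2 h at 37 degrees C, given compound by pin tool, then stimulated with TGF-beta at 500 pg/mL final for 18 h before per-cell GFP fluorescence imaging.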
CCT chaperon mod: changes cytosolic chaperonin activity; activity change, % (test concentration not listed), hits read low; AID 651819; purified chaperonin ATPase assay, HTRF ADP detection, 30 min; actives 0.3% (n = 360,000); in the data active means activity change below about -30%; further: on the % scale 0 is the no-effect control and ±100 the full control effect
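We incubate TRiC, 40 or 20 nM final, with library compounds at 76 uM and 10 uM ATP for 30 min at 37 °C. ADP formed is detected with Transcreener HTRF reagents after 30 min at room temperature.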
A549 viability: A549 cytotoxicity, counter-screen for Nrf2 inhibitors | Potency, µM (series often up to 46 µM), for inactives: top-dose activity change, negative = cytotoxicity, usual class: inhibitors | AID 504648 | A549 ARE-Fluc cells, CellTiter-Fluor viability, 18-24 h | actives 0.16% (n = 390,000); further: potency means the concentration at half of the fitted maximal effect; on the % scale 0 is the no-effect control and ±100 the full control effect
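A549 ARE-Fluc cells in 5% FBS OPTI-MEM, 5000 cells/well, rested 2 h then exposed to compounds in concentration-response for 18-24 h at 37 °C. Viability by CellTiter-Fluor fluorescence (Ex 405/Em 525) after 30 min; luciferase luminescence (BugLite, 15 min, RT) read afterwards.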
pAkt inh: blocks phosphorylation of Akt | Neuro2A IGF-stimulated pAkt S473 HTRF, 20 min; hits give low values | actives 0.32% (n = 360,000) | activity change, % for hits at 50 µM; in the data active means activity change below about -80%; inconclusive means mostly about -51% to -80%; further: on the % scale 0 is the no-effect control and ±100 the full control effect
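Neuro2A cells in DMEM with 0.5% FBS, overnight at 37 deg C, given compound at single 50 µM final, then IGF (6 nM final) for 20 min at 37 deg C. Lysed; phospho-Akt Ser473 by HTRF after 24 h, 665/615 ratio.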
Nrf2 ARE act: activators of Nrf2 (ARE) signaling; AREc32 ARE-luciferase reporter (MCF7-derived line), luminescence, 24 h; Potency, µM (top dose mostly 46.1 µM), without a hit: at the top dose activation, actives largely listed as activators; actives 0.31% (n = 410,000); AID 624171; further: potency means the concentration at half of the fitted maximal effect; % of control where 0% means no effect; nearly all actives have a fitted effect of over 65% in size
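Reporter line AREc32 (ARE-Fluc), seeded overnight in OPTI-MEM with 5% FBS; compound pin-transferred, 24 hr at 37 deg C, 5% CO2; luminescent read-out.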
Mm-Cpn inhibitor: blocks the Methanococcus maripaludis chaperonin Mm-Cpn. purified Mm-Cpn ATPase, ADP Transcreener TR-FRET. actives 0.031% (n = 330,000). Potency, µM (titrated, usually from 76.9 µM), inactives show top-dose activity, negative = inhibition, actives largely listed as inhibitors; further: potency means the concentration at half of the fitted maximal effect; on the % scale 0 is the no-effect control and ±100 the full control effect; nearly all actives have a fitted effect of over 80% in size
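Purified archaeal chaperonin (25 nM final) was preincubated with compound for 10 min at 37°C, then ATP (10 uM final) was added for 30 min at 37°C in Tris pH 7.4/KCl/MgCl2/DTT buffer. ADP was quantified by HTRF Transcreener TR-FRET.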
HepG2 viability: HepG2 cytotoxicity, counter-screen for TGF-b inhibitors | HepG2 CAGA-GFP viability, ATP luminescence, 18 h | Potency, µM (titrated, usually from 46.1 µM), without a hit: at the highest dose activity change, negative = cytotoxicity, usual class: cytotoxic | actives 0.76% (n = 410,000); further: potency means the concentration at half of the fitted maximal effect; some results filed as inactive show a strong effect at the top dose
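CellTiter-Glo luminescence gave cytotoxicity after 18 hours at 37 degrees C. The cells were HepG2 CAGA-GFP in 1% FBS DMEM, stimulated with 500 pg/mL TGF-beta after compound addition. %Activity was normalised to no-cell wells (complete cell-killing) and DMSO (no toxicity), and curves were fitted and classified.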
Nrf2 inh: inhibitors of Nrf2 signaling; AID 504444; Potency, µM (titrated, usually from 46 µM), for the others: at the highest dose activity change, negative = inhibition, hits mostly inhibitors; A549 ARE-Fluc reporter, luciferase luminescence, 18-24 h; actives 2.1% (n = 360,000); further: potency means the concentration at half of the fitted maximal effect; on the % scale 0 is the no-effect control and ±100 the full control effect; nearly all actives have a fitted effect of over 60% in size
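Concentration-response testing used A549 ARE_Fluc cells at 5000 cells/well. Following an 18-24 h compound incubation, viability was read by fluorescence (Ex 405/Em 525) and luciferase output by luminescence.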
S2 tox: cell viability loss in ATXN counter-screen; S2 cells (HEK-293 line with an ATXN2-luciferase reporter) viability, CellTiter-Fluor protease fluorescence, 24 h; Potency, µM (titrated, usually from 56.7 µM), hits mostly cytotoxic; actives 0.49% (n = 400,000); AID 651635; further: potency means the concentration at half of the fitted maximal effect; nearly all actives have a fitted effect of over 40% in size
* hit, by the source's call; i = inactive; ? = inconclusive; nt = not tested or not shown; & = joins results of further samples. Unless noted, the call rests on the fitted dose curve; in most records, active means well fitted curve in the direction sought with a large enough effect; inconclusive means small, poorly fitted or top-dose-only effect, or another doubt; inactive means no such curve, though single readings can be large; an effect the other way counts as inactive or inconclusive.

SMILES	TGFb SMAD3 inh	CCT chaperon mod	A549 viability	pAkt inh	Nrf2 ARE act	Mm-Cpn inhibitor	HepG2 viability	Nrf2 inh	S2 tox
COc1ccc(/C(N)=N/OC(=O)c2cccc([N+](=O)[O-])c2)cc1OC	23%	-2.7	-2%	i	-0.1%	0%	-13%	2%	i
CC(C)NC(=O)C1CCCN(S(=O)(=O)c2ccc3c(ccn3C)c2)C1 (configuration not stated)	4%	nt	0%	nt	4.3%	nt	2%	nt	i
CN(C)c1nc(N)c2nccnc2n1	-17%	-5.9	-13%	i	-0.3%	nt	-17%	-5%	i
CN(C)c1c(F)cc(C(=O)NC(=O)NCc2cccnc2)cc1F	16%	-0.2	-4%	i	0.1%	1%	5%	-27%	i
C#CCOCCOCCOCCNc1nc(N2CCN(C(=O)[C@H](CCCCN)n3cc(C(N)CC(C)C)nn3)CC2)nc(N2CCN(C(=O)[C@H](CCC(=O)O)n3cc(C(N)[C@H](C)CC)nn3)CC2)n1 (some centres not stated)	10%	1.4	-2%	i	-0.5%	nt	9%	2%	i
O=C1CC(N2CCN(c3cccc(C(F)(F)F)c3)CC2)C(=O)N1c1ccc(F)cc1 (configuration not stated)	33%	-5.4	-2%	i	-1.1%	1%	-2%	-26%	?
COc1ccc(CN(C(=O)c2cc(=O)c3ccccc3o2)C2CCS(=O)(=O)C2)cc1OC (configuration not stated)	11%&2%	1.5	-8%&2%	i	-0.3%&1.9%	1%	-6%&-3%	-5%&10%	i
CC(=O)Nc1ccc(NC(=O)CSc2nc3ccccc3nc2N2CCOCC2)cc1	?	nt	-10%	nt	0.3%	nt	3%	-7%	i
CC(C)(C)OC(=O)CNC(=O)c1[nH]cnc1C(=O)NCCCCCNC(=O)OC(C)(C)C	-24%	-1.1	-14%	i	-0.6%	1%	-18%	26µM*	?
O=C(NC1CCOCC1)C1CCC(=O)N(CCc2ccc(Cl)cc2)C1 (configuration not stated)	8%	-1.2	3%	i	-0.2%	2%	4%	-13%	i
CC1CCC(=NNS(=O)(=O)c2ccc([N+](=O)[O-])cc2)CC1 (configuration not stated)	10%	0.8	1%	i	0.1%	nt	-2%	2%	i
COC(=O)c1sc(N2C(=O)c3oc4ccccc4c(=O)c3C2c2cccs2)nc1C (configuration not stated)	-2%	-11	-20%	i	0.3%	0%	-26%	nt	i
CCOc1ccc(C(CC(=O)O)NC(=O)c2cccs2)cc1 (configuration not stated)	-9%	-1.5	-1%	i	0.2%	-5%	-7%	-14%	i
O=S(=O)(NC1=NCCC1)c1cccc(NS(=O)(=O)c2ccc(F)c(Cl)c2)c1	5%	1.8	-12%	i	-0.3%	2%	2%	2%	i
CCOC(=O)N1CCC(=NNC(=O)COc2cccc(C)c2)CC1	-19%	-0.3	4%	i	1.0%	3%	-7%	4%	i
O=C1NCCCC1C(=O)Nc1ccccc1C(F)(F)F (configuration not stated)	-1%	-1.6	10%	i	-0.8%	-1%	1%	-8%	i
COc1cc(NC(=O)c2ccc(F)cc2)c(OC)cc1Cl	-14%	-2.0	1%	i	5.6%	2%	-24%	?	i
O=P(OCC1CCCO1)(OCC1CCCO1)OCC1CCCO1 (configuration not stated)	-7%	-2.1	-4%	i	0.0%	nt	-16%	7%	i
Cc1ccccc1CNC(=O)c1csc([C@H]2C[C@H](O)[C@@H](CO)O2)n1	10%	0.2	nt	i	0.2%	nt	6%	nt	i
Cc1cc(C)nc(SCC(=O)c2ccc(O)c(O)c2)n1	1%	-1.4	3%	i	4.2%	3%	-11%	22%	i
O=C(NCc1cccnc1)c1ccccc1NS(=O)(=O)c1ccc(Br)cc1	-13%	-1.3	-1%	i	0.1%	1%	-23%	?	i
COc1ccccc1CNc1ncnc2c1cnn2-c1ccccc1	-1%	-1.1	0%	i	2.1%	3%	-18%	?	i
O=C(c1cc2cc(Cl)ccc2[nH]1)N1CCN(c2ccccn2)CC1	2%	0.2	1%	i	0.7%	-1%	-32%	-13%	i
Cc1noc(C)c1COc1ccc(C(=O)N2CCC(C(N)=O)CC2)cc1	-1%	2.0	3%	i	-0.1%	0%	-3%	8%	?
COc1cc(NC(=O)C2=C(N3CCOCC3)/C(=C\c3ccc(Br)cc3)CC2)cc(OC)c1OC	-13%	0.2	12%	i	1.5%	1%	-6%	-13%	i
CCOC(=O)CSc1nn(-c2ccccc2)c(=S)s1	0%	0.3	10%	i	-0.9%	-1%	-9%	4%	i
CC(O)C(=O)NCCOCCOCCNC(=O)C(C)O (configuration not stated)	6%	-0.6	-2%	i	0.0%	1%	0%	7%	i
Cc1ccccc1CN1C(=O)C(O)(CC(=O)c2ccccc2)c2cc(Cl)ccc21 (configuration not stated)	?	nt	-3%	nt	-0.2%	nt	20µM*	nt	nt
CCC(=O)Nc1cccc(C2=NOC3(C2)C[C@@H](C(N)=O)N(C(=O)CC)C3)c1 (some centres not stated)	-9%	1.4	0%	i	-0.1%	1%	-7%	2%	i
CCOc1ccccc1NC(=O)CCNS(=O)(=O)c1cccc2nsnc12	2%	-0.6	-6%	i	-1.2%	-1%	-7%	-22%	i
O=C1Nc2ccccc2CCC1Sc1nnc(-c2ccc(Cl)cc2)s1 (configuration not stated)	-3%	-0.4	-8%	i	-0.1%	0%	10%	?	i
CC1=C(C(=O)Nc2ccc(Cl)cc2C(=O)N2CCC(C(N)=O)CC2)SCCO1	-2%	-2.4	10%	i	0.8%	-5%	17%	5%	i
COc1ccccc1C(=O)N1CCN(Cc2cc(=O)oc3cc(C)ccc23)CC1	-9%	nt	-9%	nt	5.4%	nt	-13%	15%	nt
COc1ccc(NS(=O)(=O)c2cc(NC(=O)c3cc(=O)c4ccccc4o3)ccc2OC)cc1	0%	1.6	-1%	i	26%	-6%	-2%	?	nt
O=C(CCSc1nc2ccccc2o1)Nc1ccccc1	-14%	0.9	-4%	i	0.3%	1%	-17%	8%	?
COc1ccc(S(=O)(=O)N2CCCC(C(=O)NCc3ccncc3)C2)cc1Cl (configuration not stated)	-16%	-3.5	3%	i	-0.2%	-1%	2%	-17%	i
Cc1[nH]c(C(=O)N/N=C/c2ccc(C(=O)O)cc2)c(C)c1C(=O)N/N=C/c1ccc(C(=O)O)cc1	5%	-1.6	-1%	i	0.2%	-1%	3%	-5%	i
COc1ccc(NC(=O)N2CCCC2C(=O)Nc2cccc(C)c2C)cc1 (configuration not stated)	1%	-10	0%	i	-0.2%	3%	-12%	3%	i
Cc1cccc(C)c1NC(=O)COC(=O)c1cc(S(=O)(=O)Nc2ccc(Cl)cc2)ccc1O	0%	-1.9	-2%	i	0.2%	3%	-16%	-6%	i
COc1cccc(C2C(C#N)=C(N)OC3=C2C(=O)CCC3)c1OC(=O)c1ccco1 (configuration not stated)	-26%	-3.8	2%	i	?	2%	-23%	nt	i

Copied from the results shown, two compounds:
SMILES	TGFb SMAD3 inh	CCT chaperon mod	A549 viability	pAkt inh	Nrf2 ARE act	Mm-Cpn inhibitor	HepG2 viability	Nrf2 inh	S2 tox
Cc1noc(C)c1COc1ccc(C(=O)N2CCC(C(N)=O)CC2)cc1	-1%	2.0	3%	i	-0.1%	0%	-3%	8%	?
COc1cc(NC(=O)C2=C(N3CCOCC3)/C(=C\c3ccc(Br)cc3)CC2)cc(OC)c1OC	-13%	0.2	12%	i	1.5%	1%	-6%	-13%	i

In the list so far, 2 contain a CF3 group:
SMILES	TGFb SMAD3 inh	CCT chaperon mod	A549 viability	pAkt inh	Nrf2 ARE act	Mm-Cpn inhibitor	HepG2 viability	Nrf2 inh	S2 tox
O=C1CC(N2CCN(c3cccc(C(F)(F)F)c3)CC2)C(=O)N1c1ccc(F)cc1 (configuration not stated)	33%	-5.4	-2%	i	-1.1%	1%	-2%	-26%	?
O=C1NCCCC1C(=O)Nc1ccccc1C(F)(F)F (configuration not stated)	-1%	-1.6	10%	i	-0.8%	-1%	1%	-8%	i

Going on with the list.
SMILES	TGFb SMAD3 inh	CCT chaperon mod	A549 viability	pAkt inh	Nrf2 ARE act	Mm-Cpn inhibitor	HepG2 viability	Nrf2 inh	S2 tox
O=S(=O)(NCc1ccccc1)c1ccc(Cl)cc1	-2%	-2.5	3%	i	-0.1%	0%	-13%	-19%	?
COc1ccc(NS(=O)(=O)c2c(C)[nH]c(C)c2C(=O)N2CCCCC2)cc1Cl	15%	0.9	0%	i	-0.3%	-1%	-9%	-3%	i
CCOC(=O)c1c(C)[nH]c(C)c1S(=O)(=O)NC(C)Cc1ccco1 (configuration not stated)	0%	-25	9%	i	-0.1%	-5%	12%	5%	?
COc1ccccc1Cn1c(CNS(=O)(=O)c2ccc(CC(C)C)cc2)nc2cccnc21	13µM*	nt	-7%	nt	0.9%	nt	-25%	nt	nt
O=c1[nH]c(=O)c2ccccc2o1	2%	2.7	-3%	i	0.4%	nt	12%	-4%	i
C=CCOc1cccc(/C=C2\C(=O)N(Cc3ccc(C)cc3)C(C)=C2C(=O)OC)c1	?	-2.6	7%	i	4.4%	0%	-31%	?	i
Cc1cc(C(=O)NC2CCCCC2C)c2ccccc2n1 (configuration not stated)	6%	-2.0	4%	i	0.7%	1%	7%	10%	i
Cc1ccc(-c2cn(C[C@H]3CC[C@@H]([C@@H]4CC[C@H](Cn5cc(-c6ccc(C)cc6)nn5)O4)O3)nn2)cc1	-1%	-1.7	-3%	i	-0.7%	1%	-13%	1%	i
N#CC1=C(N)Nc2ncnn2C1c1ccc([N+](=O)[O-])cc1 (configuration not stated)	-18%	-2.1	7%	i	4.3%	1%	-14%	-2%	i
COc1ccc(CN2CCN(CCCCOc3ccc(Cl)cc3)CC2)c(OC)c1OC	?	-0.4	-9%	i	0.7%	-3%	-32%	-8%	?
CC(C)(C)OC(=O)N(CCc1ccccc1)Cc1cccc(OCc2cccc(NC(=O)C3CCC3)c2)c1	-3%	1.7	-3%	i	3.8%	nt	0%	?	?

Outcome played no part in choosing rows (roughly 4.4% active in at least one column).
